From PubChem
GLP-1R inv ag = GLP-1 receptor (human) inverse agonism | HEK293 GLP-1R CRE-luciferase, luminescence, 24 h; GLP-1R form is constitutively active | Potency, µM (series often up to 38.3 µM), inactives show top-dose activity change, negative = inhibition, usual class: inhibitors | P43220 | hit rate 1.6% among 410,000; further: potency means the concentration at half of the fitted maximal effect; on the % scale 0 is the no-effect control and ±100 the full control effect; nearly all actives have a fitted effect of over 55% in size
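HEK293 cells stably co-expressing a cAMP-responsive luciferase reporter and constitutively active GLP-1R were seeded, incubated 12 h, then exposed to compounds for 24 h at 37 C. Luminescence was read 12 min after detection reagent; inverse agonists lower signal.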
PI5P4Ka inh = PI5P4K alpha (human) kinase inhibition; AID 652105; PI5P4Kalpha enzyme, ADP-Glo luminescence, 60 min; hits give low values; max response, %; hit rate 1.2% among 330,000; P48426; active means max response of -50% or lower; inconclusive means between -30% and -50%; inactive means -30% or higher; further: value at the top dose of about 77 µM; on the % scale 0 is the no-effect control and ±100 the full control effect
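Reactions run in 0.038 M HEPES pH 7.4, 0.28 mM EGTA, 0.1% CHAPS and 5% DMSO, with PI5P4Kalpha, substrate, compound and 5 microM ATP final, one hour at room temperature. Readout is ADP-Glo luminescence.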
WRN helicase inh = inhibitors of human WRN helicase; Q14191; WRN helicase unwinding, fluorescent forked duplex, kinetic; Potency, µM (titrated, usually from 114 µM), inactives show at the highest dose activity change, negative = inhibition, hits mostly inhibitors; hit rate 0.46% among 360,000; further: potency means the concentration at half of the fitted maximal effect; on the % scale 0 is the no-effect control and ±100 the full control effect; nearly all actives have a fitted effect of over 55% in size
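WRN at 20 nM final preincubated with compound 15 min at room temperature; reaction started with 100 nM fluorophore/quencher forked duplex oligonucleotide and 2 mM ATP final. Unwinding followed kinetically by red fluorescence (ex 525, em 598 nm).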
GLP1R cytotox = cytotoxic in the GLP-1 receptor inverse agonist counter-screen; hit rate 0.13% among 410,000; Potency, µM (highest dose often 38.3 µM), without a hit: top-dose activity change, negative = inhibition, usual class: inhibitors; HEK293 cAMP-luciferase reporter cells, luminescence, 24 h;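 further: loss of luciferase light is scored as toxicity; potency means the concentration at half of the fitted maximal effect; on the % scale 0 is the no-effect control and ±100 the full control effect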
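Luminescence readout: signal drop marks cytotoxicity. Plated cells grew 12 h at 37 °C, 5% CO2, received 23 nL compound for 24 h, then got luciferase reagent, read after 12 min at RT.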
GLP-1R agonist = agonists of human GLP-1 receptor; HEK293 GLP-1R CRE-luciferase, luminescence, 4-6 h; cells express a hypersensitive GLP-1R form; Potency, µM (doses to about 45.6 µM), without a hit: at the highest dose activation, hits mostly activators; hit rate 0.007% among 380,000; AID 624172; further: potency means the concentration at half of the fitted maximal effect; % of control where 0% means no effect
IL2 activator = activators of IL-2 | activation, % (series mostly up to about 46 µM) | hit rate 0.065% among 360,000 | IL-2 activation reporter assay, cell-based qHTS; stimulated with anti-CD3/CD4/CD28 beads; in transgenic mouse T cells | AID 652025; in the data active means activation above about 50%; inconclusive means mostly about 30% to 49%; further: 0% is about no effect
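Quantitative HTS in unstimulated transgenic mouse T cells, with memory T cells as non-tolerant control and PMA/ionomycin as tolerance-bypass control. Compound pretreatment lasted 60 minutes before 18 h bead stimulation; EGFP/DsRed fluorescence read.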
DRD3 antagonist = blocks the human D3 dopamine receptor; P35462; max response, negative = inhibition, %; AID 652054; hit rate 2.5% among 360,000; D3R cells, DiscoveRx beta-arrestin luminescence, antagonist mode; hits give low values; in the data active means max response below about -50%; inconclusive means no clear call, values can overlap the other calls; further: on the % scale 0 is the no-effect control and ±100 the full control effect; mostly tested at two doses, the higher about 12 µM
Target sequence (P35462 whole entry, looked up): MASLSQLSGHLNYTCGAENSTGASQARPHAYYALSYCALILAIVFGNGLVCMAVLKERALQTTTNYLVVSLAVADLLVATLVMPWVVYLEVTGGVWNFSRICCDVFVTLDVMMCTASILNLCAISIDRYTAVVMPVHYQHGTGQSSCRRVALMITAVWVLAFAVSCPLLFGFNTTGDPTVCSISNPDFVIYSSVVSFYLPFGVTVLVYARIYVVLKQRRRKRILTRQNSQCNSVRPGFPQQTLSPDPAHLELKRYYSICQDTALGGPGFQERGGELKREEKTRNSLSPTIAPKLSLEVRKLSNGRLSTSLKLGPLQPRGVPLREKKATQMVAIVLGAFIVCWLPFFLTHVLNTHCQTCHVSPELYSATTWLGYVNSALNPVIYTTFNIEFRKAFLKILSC
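Cells plated overnight at 1500 cells/well, then exposed to library compounds with dopamine controls for 90 minutes at 37 degrees C. DiscoveRx reagent added for 30–60 minutes at room temperature; luminescence read, quantitative HTS format.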
DRD3 agonist = agonists of human D3 dopamine receptor; AID 652048; D3R DiscoveRx beta-arrestin cells, luminescence, 90 min; max activation, %; hit rate 0.58% among 410,000; P35462; in the data active means max activation above about 30%; further: 0% is about no effect; mostly tested at two doses, the higher about 12 µM
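Agonist mode: compounds and dopamine controls were applied to plated cells for 90 min at 37 degrees C after an overnight attachment at 1500 cells/well. Luminescent read-out followed 30 - 60 minutes at room temperature with DiscoveRx detection reagent.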
PLK1 PBD block = blocks phosphopeptide binding to human PLK1 polo-box domain; Plk1 PBD binding of FITC phosphopeptide, fluorescence polarization; hit rate 2.8% among 360,000; Potency, µM, for inactives: max response, negative = inhibition, hits mostly inhibitors; AID 720504; further: potency means the concentration at half of the fitted maximal effect; series mostly up to about 57 µM; on the % scale 0 is the no-effect control and ±100 the full control effect; nearly all actives have a fitted effect of over 65% in size
Target sequence (P53350 whole entry, looked up, the tested form may be a part): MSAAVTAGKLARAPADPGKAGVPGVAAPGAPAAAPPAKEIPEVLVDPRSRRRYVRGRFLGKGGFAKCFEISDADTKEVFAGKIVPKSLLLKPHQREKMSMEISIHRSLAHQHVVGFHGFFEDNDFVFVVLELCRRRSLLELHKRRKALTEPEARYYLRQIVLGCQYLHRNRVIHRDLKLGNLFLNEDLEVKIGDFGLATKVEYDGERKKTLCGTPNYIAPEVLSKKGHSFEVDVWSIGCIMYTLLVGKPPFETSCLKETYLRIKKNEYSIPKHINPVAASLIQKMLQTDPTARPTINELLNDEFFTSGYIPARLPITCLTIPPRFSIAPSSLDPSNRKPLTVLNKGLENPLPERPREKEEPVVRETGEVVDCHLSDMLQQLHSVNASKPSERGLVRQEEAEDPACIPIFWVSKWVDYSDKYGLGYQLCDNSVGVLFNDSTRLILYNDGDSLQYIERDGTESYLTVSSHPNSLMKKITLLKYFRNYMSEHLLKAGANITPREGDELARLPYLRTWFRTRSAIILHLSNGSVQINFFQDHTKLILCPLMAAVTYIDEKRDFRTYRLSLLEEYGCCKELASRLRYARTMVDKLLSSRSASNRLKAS
* hit, by the source's call; ? = inconclusive; . = no result given; [ ] = remark or other dose. Unless noted, the call rests on the fitted dose curve; in most records, active means well fitted curve in the direction sought with a large enough effect; inconclusive means small, poorly fitted or top-dose-only effect, or another doubt; inactive means no such curve, though single readings can be large; an effect the other way counts as inactive or inconclusive.

SMILES | GLP-1R inv ag | PI5P4Ka inh | WRN helicase inh | GLP1R cytotox | GLP-1R agonist | IL2 activator | DRD3 antagonist | DRD3 agonist | PLK1 PBD block
CCC(=O)NCc1ccc(-c2nc3ncccc3o2)cc1 | 4% | -2 | -6% | -10% | 8% | 0.8 | -14 | -2 | 2%
CC(=O)N1c2ccc(S(=O)(=O)N3CCCC3C(=O)Nc3ccc(C)cc3)cc2CC1C (configuration not stated) | 5% | -1 | -2% | 3% | 3% | 3.2 | 6 | -1 | -9%
O=C(O)c1ccccc1-c1nc2ccccc2[nH]1 | 8% | -1 | 1% | 15% | 0% | 6.3 | 5 | 2 | -16%
CC1Oc2ccccc2C(=O)N(CC(=O)c2ccc3c(c2)OCCO3)C1=O (configuration not stated) | 3% | 3 | 6% | 0% | 1% | -0.5 | 0 | 7 | 1%
Cc1ccc(/C=c2\sc3nc(-c4cccnc4)nn3c2=O)cc1 | 18% | -18 | ? | -15% | -2% | 0.8 | 0 | -8 | -13%
O=[N+]([O-])c1cc(S(=O)(=O)Nc2ccccc2)ccc1NCc1cccnc1 | 13% | 0 | -23% | -23% | 1% | 0.2 | -16 | 2 | -4%
CCn1cc([N+](=O)[O-])c(C(=O)N2N=C(c3ccccc3)CC2c2ccc([N+](=O)[O-])cc2)n1 (configuration not stated) | 10% | -4 | -26% | -5% | 10% | -0.7 | 3 | -3 | -11%
Cc1ccc(-c2nc(CS(=O)(=O)CC(=O)Nc3cc(F)ccc3F)c(C)o2)cc1 | -7% | 2 | -14% | -8% | 3% | -1.7 | -2 | -5 | -14%
Cc1cc(C)n(-c2nc3ccccc3nc2N2CCOCC2)n1 | 2% | 3 | -1% | -5% | -1% | -2.7 | 2 | 0 | -1%
CC(C)(C)n1nc2c(c1NC(=O)Cc1cccc3ccccc13)CS(=O)C2 (configuration not stated) | 2% | -6 | 2% | -51% | -2% | 0.0 | 8 | 5 | -2%
CCSc1nnc(NC(=O)c2ccc(F)c(S(=O)(=O)N3CCOCC3)c2)s1 | 2% | -4 | -25% | -4% | -4% | -4.0 | 7 | -9 | -15%
CCCCOc1ccc(N2C(=O)C(C)CNC2=S)cc1 (configuration not stated) | 5% | -1 | -4% | 1% | -3% | -2.7 | 12 | -4 | -30%
O=C(COc1ccc(Cl)cc1)OCC(=O)N1CCOCC1 | 0% | -2 | -2% | -9% | 2% | 0.7 | 3 | 6 | -1%
COC(=O)c1sc(NC(=O)c2ccco2)nc1C | 49%[activator] | 1 | 2% | -12% | 1% | -0.2 | 13 | 4 | -4%
O=C(c1ccc(C(F)(F)F)cc1)N1CCC(=O)N([C@H](COCc2ccccc2)Cc2ccccc2)CC1 | ? | 5 | -10% | -23% | -4% | -1.1 | -26 | -10 | -8%
COc1ccc(C(=O)c2coc3ccc(O)cc23)cc1 | ? | 5 | -2% | 10% | 3% | -0.2 | -17 | -7 | -12%
CCOc1ccc2nc(NC(=O)C3CCN(c4cnccn4)CC3)sc2c1 | 6% | -2 | -18% | 0% | 23% | -2.0 | 41 | 1 | 1%
CCc1c(C)nc(N)c(C#N)c1-c1ccccc1 | 24% | 0 | 1% | 4% | 19% | -0.4 | 3 | 5 | -8%
COc1ccc(C(=O)COC(=O)c2ccc(-n3cnnn3)cc2)c(OC)c1 | 16% | 0 | -3% | -2% | 6% | 1.0 | -1 | 7 | -9%
O=C(c1cc(C2CCCCN2S(=O)(=O)c2cccs2)on1)N1CCOCC1 (configuration not stated) | -11% | 0 | 4% | -6% | 2% | -0.6 | 13 | 2 | -8%
COC(=O)Cn1c(=O)c2c(n(Cc3ccccc3)c1=O)N/C(=C/c1ccc(Br)cc1)C2=O | ? | -3 | -14% | 128%[activator] | -4% | 3.3 | 1 | 1 | -16%
NC(=O)c1nsc(C(=O)N(CC(=O)NC2CCCC2)Cc2ccc3c(c2)OCO3)c1N | 13% | 1 | 1% | 8% | -9% | -0.3 | -9 | 3 | -10%
CC(OC(=O)c1ccc2c(=O)n3c(nc2c1)CCCCC3)C(=O)Nc1ccc(Cl)cn1 (configuration not stated) | 1% | -8 | 0% | -7% | 5% | -0.7 | -3 | 1 | -1%
CC(OC(=O)c1ccc2c(c1)NC(=O)CS2)C(=O)c1ccc(F)cc1 (configuration not stated) | ? | 1 | -1% | -6% | 16% | 0.0 | -1 | 9 | 1%

Structures shown so far that have a furan ring, fused or not:
SMILES | GLP-1R inv ag | PI5P4Ka inh | WRN helicase inh | GLP1R cytotox | GLP-1R agonist | IL2 activator | DRD3 antagonist | DRD3 agonist | PLK1 PBD block
COC(=O)c1sc(NC(=O)c2ccco2)nc1C | 49%[activator] | 1 | 2% | -12% | 1% | -0.2 | 13 | 4 | -4%
COc1ccc(C(=O)c2coc3ccc(O)cc23)cc1 | ? | 5 | -2% | 10% | 3% | -0.2 | -17 | -7 | -12%

(cont.)
SMILES | GLP-1R inv ag | PI5P4Ka inh | WRN helicase inh | GLP1R cytotox | GLP-1R agonist | IL2 activator | DRD3 antagonist | DRD3 agonist | PLK1 PBD block
CCOC(=O)c1c(CN2CCC(C)CC2)oc2ccc(OC)cc12 | ? | . | 5% | 4% | 16% | 2.3 | -20 | -2 | -2%
Cc1cccc(OCCCn2ccnc2)c1 | -10% | . | 2% | 1% | 3% | 0.3 | -12 | 0 | -4%
CC(c1ccccc1)n1cc(C(=O)NCc2ccncc2)nn1 (configuration not stated) | -11% | 2 | 5% | -10% | -11% | -1.2 | -28 | 1 | -12%
CCc1ccc(NC(=O)NCc2ccccn2)cc1 | 20% | -5 | 9% | 9% | 0% | -3.3 | -4 | -3 | -13%
CCOC(=O)CC1(NC(=O)c2cc(COc3ccc(F)c(F)c3)on2)CCCCC1 | 10µM* | 13 | -5%[57.1 µM] | 6% | 17% | 17 | 4 | -1 | -8%
N#CC1(NC(=O)Cn2cc(C(F)(F)F)ccc2=O)CCCC1 | 3% | -1 | -7% | -18% | -4% | -2.0 | ? | 1 | 30%
CCNC(=S)N1CCC(C(=O)c2ccc3c(c2)OCCO3)CC1 | 1% | 2 | -1% | -39% | 6% | 0.3 | -8 | -1 | -2%
COc1cc(NC(=O)N[C@H](C(=O)O)C(C)C)cc(OC)c1 | 0% | . | 1% | 6% | -22% | -0.6 | 12 | -4 | -5%
Cc1ccnc(NC(=O)c2c(-c3ccccc3Cl)noc2C)c1 | -12% | 2 | 5% | -8% | 4% | -0.4 | -2 | -1 | -11%
COc1ccccc1C1CCN(Cc2cccc([N+](=O)[O-])c2)CC1 | ? | 0 | -8% | 0% | 5% | -0.8 | -95* | -23 | 3%
CCOC(=O)c1sc(NC(=O)COC(=O)C(CCSC)NC(C)=O)nc1C (configuration not stated) | -2% | -5 | 4% | 8% | 0% | -1.0 | 0 | -6 | -25%
O=C(CCN1CCN(C/C=C/c2ccccc2)CC1)Nc1ccc(Cl)cc1 | 5% | 7 | 2% | -1% | 0% | 1.0 | -11 | -9 | -8%
O=S(=O)(NCCOc1ccccc1F)c1ccc(Cl)cc1F | ? | 9 | -25% | 8% | -1% | 0.1 | -24 | 5 | 2%
COc1cccc(CNC(=O)CCNS(=O)(=O)c2ccc3[nH]c(=O)oc3c2)c1 | 3% | -1 | -7% | -4% | -1% | -0.9 | 15 | -7 | 8%
CC(OC(=O)c1cccn1C)C(=O)Nc1ccc2c(c1)OCO2 (configuration not stated) | -9% | 2 | -5% | -5% | 2% | 3.2 | 1 | -1 | -14%
Cc1cccc(NC(=O)NCC(c2ccc(F)cc2)N2CCN(C)CC2)c1 (configuration not stated) | ? | -3 | 8% | -12% | 16% | -0.7 | 6 | 1 | -1%
O=C(NNC(=S)Nc1ccc(OC(F)F)cc1)c1cc2c(s1)CCCC2 | -3% | -1 | -23%[57.1 µM] | 5% | -10% | 0.6 | -3 | -1 | -13%
COc1ccc(CCN(C)C(=O)CCNC(=O)c2ccc(Br)cc2)cc1OC | 15% | 2 | -20% | 7% | 16% | -1.2 | 8 | 0 | -3%
CN(C)S(=O)(=O)N1CCC(CO)(CCc2ccccc2)CC1 | 0% | -4 | -3% | -2% | 0% | -0.1 | -16 | -10 | 4%
COc1ccc(CC(=O)N2CCc3cc(OC)c(OC)cc3C2O)cc1OC (configuration not stated) | 12% | 0 | 1% | 2% | -1% | -2.2 | 21 | 1 | -7%
CC(Sc1nnc2n1CCCCC2)C(=O)Nc1ccccc1[N+](=O)[O-] (configuration not stated) | 10% | -1 | 7% | -2% | -1% | 0.7 | 10 | -7 | 0%
Cc1cccc(NS(=O)(=O)c2ccc(-c3cnc(C4CC4)o3)cc2)c1C | -70% | -1 | -9% | -32% | -3% | -0.8 | -26 | -4 | -10%
COc1ccc(OC)c(C2C(C(=O)c3ccc(C)o3)=C(O)C(=O)N2CCN2CCOCC2)c1 (configuration not stated) | 1% | -1 | 3%[57.1 µM] | -14% | -5% | 7.1 | 6 | 3 | -4%
CC1(C2CC2)NC(=O)N(CC(=O)N2CCN(S(=O)(=O)c3ccc(F)c(F)c3)CC2)C1=O (configuration not stated) | -2% | 4 | -3% | -12% | -5% | -0.5 | -27 | -9 | -8%
CC(=O)N1CCOc2ccc(S(=O)(=O)N3CCN(c4cc(C)ccc4C)CC3)cc21 | ? | -1 | -2% | 1% | -2% | -1.4 | 4 | -5 | -13%
CC(=O)C[C@H]1c2cc(C(F)(F)F)ccc2S(=O)(=O)N1C1CCCCC1 | ? | 1 | -1% | 2% | 12% | 0.4 | -26 | -1 | -8%
CCn1c(SCC(N)=O)nnc1-c1ccco1 | 14% | 3 | -8% | 11% | 12% | -0.1 | 18 | 4 | -3%
CC(C(=O)NC1CC1)c1ncc(C(F)(F)F)cc1Cl (configuration not stated) | 8%[7.66 µM] | -5 | 2% | -2%[7.66 µM] | -1% | 0.9 | 3 | 2 | -4%
O=C(NC(=S)Nc1ccc(Cl)cc1)c1ccccc1 | 14% | -2 | 8% | -1% | 20% | 0.3 | 1 | 2 | -13%
